Assay outcomes (PubChem BioAssay)
15-hLO-2 inh = 15-hLO-2 (ALOX15B) enzyme inhibition; 0.56% of 110,000 active; purified 15hLO-2, xylenol orange hydroperoxide absorbance; Potency, µM (doses to about 57.1 µM), inactives show at the top dose activity change, negative = inhibition, hits mostly inhibitors; also: potency is read from the fitted curve at half-maximal effect; nearly all actives have a fitted effect of over 60% in size; many of its hits are not listed in these tables
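Read-out: hydroperoxide product oxidises ferrous iron, measured as xylenol orange complex via the 573-to-405 nm absorbance ratio after 30 min. Reaction: 50 nM enzyme, 15 min compound preincubation, 45 uM arachidonic acid, 90 min RT, Hepes pH 7.5 with Triton X-100.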
12-hLO inh = 12-hLO (ALOX12) enzyme inhibition | P18054 | purified 12-hLO, xylenol orange hydroperoxide absorbance | Potency, µM (top dose mostly 57.1 µM), for the others: top-dose activity change, negative = inhibition, usual class: inhibitors | 0.12% of 150,000 active | AID 1452; also: potency is read from the fitted curve at half-maximal effect; nearly all actives have a fitted effect of over 55% in size; many of its hits are not listed in these tables
Target sequence (P18054 whole entry, looked up): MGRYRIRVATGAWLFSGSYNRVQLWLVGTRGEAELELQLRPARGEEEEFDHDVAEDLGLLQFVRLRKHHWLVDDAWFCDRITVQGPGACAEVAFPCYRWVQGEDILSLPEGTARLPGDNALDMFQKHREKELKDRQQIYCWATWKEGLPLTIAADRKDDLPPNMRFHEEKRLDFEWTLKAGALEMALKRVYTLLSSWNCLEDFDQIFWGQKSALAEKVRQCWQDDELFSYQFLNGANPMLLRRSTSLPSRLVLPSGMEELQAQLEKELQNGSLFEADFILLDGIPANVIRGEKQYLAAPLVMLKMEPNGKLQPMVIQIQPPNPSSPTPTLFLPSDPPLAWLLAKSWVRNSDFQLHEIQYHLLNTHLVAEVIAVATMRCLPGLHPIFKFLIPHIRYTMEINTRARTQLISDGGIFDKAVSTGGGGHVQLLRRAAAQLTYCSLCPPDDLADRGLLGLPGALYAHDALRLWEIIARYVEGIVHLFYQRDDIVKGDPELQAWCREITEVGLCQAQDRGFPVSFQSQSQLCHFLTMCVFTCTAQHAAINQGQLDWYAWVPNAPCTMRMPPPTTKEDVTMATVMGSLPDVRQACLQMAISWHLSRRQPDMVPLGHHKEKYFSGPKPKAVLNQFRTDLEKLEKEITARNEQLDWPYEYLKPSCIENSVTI
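Lipoxygenase turnover measured by absorbance at 573 and 405 nm after Fe-XO development. Human 12hLO 150 nM, arachidonate 40 uM, pH 7.0 Hepes buffer with detergent; 15 min compound preincubation, 30 min reaction.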
IMPase inh = membrane-permeable compound that blocks inositol monophosphatase; inhibition (IP1 accumulation), % at 46.1 µM; 120,000 tested, under 10 active; P97697; CHO-M1 cells, IP1 accumulation, HTRF TR-FRET ratio; active = well fitted curve in the direction sought with a large enough effect in the signal ratio, not every such curve was filed as active; inconclusive = small, poorly fitted or top-dose-only effect, or a change in a side signal; inactive = no such curve, though single readings can be large or run the other way; the % refers to the signal ratio;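 also: cells stimulated with carbachol in lithium chloride buffer; plate controls were DMSO basal wells for no effect and reference inhibitor wells for full effect; higher means more IMPase inhibition seen as more IP1 and lower FRET ratio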
Target sequence (P97697 whole entry, looked up): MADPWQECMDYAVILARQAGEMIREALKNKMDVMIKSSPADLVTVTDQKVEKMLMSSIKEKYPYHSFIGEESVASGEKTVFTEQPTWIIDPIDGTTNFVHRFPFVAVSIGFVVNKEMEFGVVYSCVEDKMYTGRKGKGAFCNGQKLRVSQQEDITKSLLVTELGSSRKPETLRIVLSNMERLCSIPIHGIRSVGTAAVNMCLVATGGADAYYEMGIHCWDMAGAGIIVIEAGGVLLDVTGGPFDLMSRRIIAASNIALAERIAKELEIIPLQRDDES
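The IP-One HTRF competitive assay in carbachol-stimulated CHO-M1 cells quantifies cellular IP1. Compounds spanned up to 46 uM final, and activity is expressed as AC50 from concentration-response fits of the ratio and donor data.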
PNC inhibitor = inhibitors of perinucleolar compartment assembly. 3.1% of 140,000 active. activity change (PNC), negative = inhibition, % at 10 µM. PC3M PTB-GFP, PNC prevalence imaging, 16 h; stronger effect = lower value;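 active = readout at or below -70, meaning at least 70% loss of cells showing the perinucleolar compartment, a nuclear body marking cancer cells; inconclusive = readout between -30 and a set limit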;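 also: plate controls were DMSO wells for no effect and camptothecin positive control wells for full effect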
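Read-out is percentage of cells bearing a perinucleolar compartment, from automated 20x imaging of fixed, Hoechst-stained PC3M PTB-GFP cells. Cells were seeded 4 h, then exposed 16 h to compound (23 nl of library stock) in duplicate plates.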
Numbers without * were called inactive; u = inconclusive; x = no result given; & = joins results of further samples; [ ] = remark or other dose. Unless noted, calls follow the shape of the dose curve; as a rule, active = well fitted curve in the direction sought with a large enough effect; inconclusive = small, poorly fitted or top-dose-only effect, or another doubt; inactive = no such curve, though single readings can be large; an effect the other way counts as inactive or inconclusive. Unless noted, % is scaled to controls: 0 for no effect and ±100 for the full control effect.

SMILES	15-hLO-2 inh	12-hLO inh	IMPase inh	PNC inhibitor
O=Nc1c(O)n(Cc2ccc(Cl)cc2)c2ccccc12	-24%	-19%	-2	74
CC(=O)OCC(=O)[C@@]12OC3(CCCC3)O[C@@H]1C[C@H]1[C@@H]3CCC4=CC(=O)C=C[C@]4(C)[C@@]3(F)[C@@H](O)C[C@@]12C	x	-2%	x	27
COc1ccc(C(C(=O)NC2CCCC2)N(C(=O)c2snc(-c3ccc(F)cc3)c2N)c2cccc(F)c2)cc1 (stereo not given)	-6%	-2%	10	24
COc1ccc(/C=C(/C(=O)c2cccs2)N2C=CC=CC2=C(C#N)C#N)cc1	x	-11%	-3	6
C=CCOc1nc2c(c(=O)n(Cc3ccc(Cl)cc3)c(=O)n2C)n1C	-15%	3%	1	20
O=C(Nc1cccc(-c2cn3cccnc3n2)c1)c1cccs1	x	1%	-11	-26
CCCCCCNS(=O)(=O)c1ccc(OC)c(OC)c1	12%	-5%	u	u
CCOc1ccc(C(=O)N2CCC(C(=O)c3ccc4c(c3)OCCO4)CC2)cc1	3%	-10%	u	25
CC(=O)c1c(N2CCN(C)CC2)[nH]c(-c2ccccc2)nc1=S	u	-7%	0	-8
CN1CCc2cc(Cl)c(O)cc2[C@@H](c2ccccc2)C1	23%	-13%	4	x
CN1CCN(CC#CCC(O)(c2ccccc2)C2CCCC2)CC1 (stereo not given)	x	6%	13	-30
CC(C)(CCc1nc2ccccc2[nH]1)C(=O)O	0%[11.4 µM]	1%[11.4 µM]	x	x
Cc1ccc(Sc2ccc([N+](=O)[O-])cc2[N+](=O)[O-])nc1	x	-2%	x	u
Cc1nnc(N2CCCCC2)c2ccccc12	-2%	-1%	-4	u
COc1cc(/C=N/NC(=O)C(C)Nc2n[nH]c(=O)[nH]c2=O)ccc1O (stereo not given)	x	-2%	6	6
COc1cc2c(cc1OC)C(c1cc3cc(OC)c(OC)cc3[nH]c1=O)N(C(=O)C1CC1)CC2 (stereo not given)	-7%	-5%	-3	42
COc1cccc(OCC(O)CN2C(C)CCCC2C)c1 (stereo not given)	5%	2%	8	u
O=C(NCC1CCCO1)c1ccc(CS(=O)(=O)c2c(Cl)cccc2Cl)o1 (stereo not given)	4%	-1%	4	37
O=C(Nc1nnc(-c2ccccn2)o1)c1ccc(Br)cc1	x	u	0	5
CCOc1ccc(C(=O)C(CCC(CN(C)C)C(=O)c2ccc(OCC)cc2)CN(C)C)cc1 (stereo not given)	x	8%	x	u
CC(C)(C)N(NC(=O)c1ccccc1)C(=O)c1cccc(C(=O)N(NC(=O)c2ccccc2)C(C)(C)C)c1	-4%	2%	2	25
C=CCSc1ncnc2sc(C)c(C)c12	x	0%	x	26
O=C(CSc1nc2ccsc2c(=O)n1NC(=O)c1ccccc1)NCc1ccco1	x	8%	-2	-4
Cc1cccc(OCCCSc2nc3ccc(C)cc3[nH]2)c1	-7%[11.4 µM]	0%	-7[1.84 µM]	3
COC(=O)c1ccccc1COn1c(=O)c(C)[n+]([O-])c2ccccc21	-5%	-5%	-2	-22

Given comma-delimited: entries from further up
compound,15-hLO-2 inh,12-hLO inh,IMPase inh,PNC inhibitor
O=Nc1c(O)n(Cc2ccc(Cl)cc2)c2ccccc12,-24%,-19%,-2,74
CC(=O)OCC(=O)[C@@]12OC3(CCCC3)O[C@@H]1C[C@H]1[C@@H]3CCC4=CC(=O)C=C[C@]4(C)[C@@]3(F)[C@@H](O)C[C@@]12C,x,-2%,x,27
COc1ccc(C(C(=O)NC2CCCC2)N(C(=O)c2snc(-c3ccc(F)cc3)c2N)c2cccc(F)c2)cc1 (stereo not given),-6%,-2%,10,24
COc1ccc(/C=C(/C(=O)c2cccs2)N2C=CC=CC2=C(C#N)C#N)cc1,x,-11%,-3,6
C=CCOc1nc2c(c(=O)n(Cc3ccc(Cl)cc3)c(=O)n2C)n1C,-15%,3%,1,20

Random excerpt: six entries already listed
SMILES	15-hLO-2 inh	12-hLO inh	IMPase inh	PNC inhibitor
Cc1nnc(N2CCCCC2)c2ccccc12	-2%	-1%	-4	u
O=C(CSc1nc2ccsc2c(=O)n1NC(=O)c1ccccc1)NCc1ccco1	x	8%	-2	-4
Cc1cccc(OCCCSc2nc3ccc(C)cc3[nH]2)c1	-7%[11.4 µM]	0%	-7[1.84 µM]	3
C=CCOc1nc2c(c(=O)n(Cc3ccc(Cl)cc3)c(=O)n2C)n1C	-15%	3%	1	20
CN1CCN(CC#CCC(O)(c2ccccc2)C2CCCC2)CC1 (stereo not given)	x	6%	13	-30
CC(C)(CCc1nc2ccccc2[nH]1)C(=O)O	0%[11.4 µM]	1%[11.4 µM]	x	x

Returning to the listing, repeating the 4 entries before the break.
SMILES	15-hLO-2 inh	12-hLO inh	IMPase inh	PNC inhibitor
C=CCSc1ncnc2sc(C)c(C)c12	x	0%	x	26
O=C(CSc1nc2ccsc2c(=O)n1NC(=O)c1ccccc1)NCc1ccco1	x	8%	-2	-4
Cc1cccc(OCCCSc2nc3ccc(C)cc3[nH]2)c1	-7%[11.4 µM]	0%	-7[1.84 µM]	3
COC(=O)c1ccccc1COn1c(=O)c(C)[n+]([O-])c2ccccc21	-5%	-5%	-2	-22
CCN1CCN(C(=O)CN(CCc2ccccc2)S(C)(=O)=O)CC1	3%	0%	4	u
CCc1nc(SCC(N)=O)c2c(=O)n(C)c(=O)n(C)c2n1	-1%	-1%	-2	34
CCN(CC)CCN1C(=O)C(O)=C(C(=O)c2cccs2)C1c1ccccn1 (stereo not given)	-14%	0%	8	16
Cc1ccc(OCC(O)Cn2c(=N)n(Cc3ccccc3)c3ccccc32)cc1 (stereo not given)	28%	-5%	-3	14
COc1cc(OC)nc(NC(=O)C(C)C)n1	-4%	-4%	-2	0
CCN(CC)c1nc(-c2ccc(Cl)cc2)cc(C(F)(F)F)c1C#N	3%	1%	-25	-15
CCn1c2ccccc2c2cc(NC(=O)C3CCN(S(=O)(=O)c4cccs4)CC3)ccc21	-11%	-6%	2	27
Cc1ccc(S(=O)(=O)NCCC(=O)OCn2nnc3ccccc3c2=O)cc1	-1%	-2%	0	9
O=c1cc(CO)oc(CN2CCN(c3ccccc3)CC2)c1O	8%	-14%	5	-24
COC(=O)[C@H](NC(=O)c1cc(-c2ccccc2)nc2ccccc12)c1ccccc1	14%	-6%	6	x
Cc1ccc(S(=O)(=O)N2CCC(C(=O)N[C@@H](C)C(=O)NC3CCCCC3)CC2)cc1	-3%	-4%	-3	u
CC(C)N=C(NC#N)SCc1ccccc1	-2%	6%	12	73
CN(C)S(=O)(=O)c1ccc(C(=O)Nc2nnc(SCc3ccccc3)s2)cc1	x	1%	x	-9
CCC(C)(C)n1nnnc1C(c1ccc(N(C)C)cc1)N1CCN(C2CCCCC2)CC1 (stereo not given)	61%[activator]	7%	4	11
O=C(NCc1ccc2c(c1)OCO2)c1ccc2c(c1)C(=O)N(CC1CCCO1)C2=O (stereo not given)	-1%	2%	-3	16
COc1ccccc1-c1noc(-c2ccco2)n1	5%[2.29 µM]	-1%	-3	-118*
Cc1c(Nc2nc3ccccc3nc2N2CCN(c3ccccc3)CC2)c(=O)n(-c2ccccc2)n1C	12%	5%	-1	17
O=C(Oc1ccc(-c2cnc3ccccc3n2)cc1)c1cccc([N+](=O)[O-])c1	-13%	2%	8	46
COc1ccc(C)cc1NC(=O)C1CCC(CNc2c(N3CCOCC3)c(=O)c2=O)CC1 (stereo not given)	3%	-3%	3	0
COc1ccccc1CN1CC[C@@]2(CCCN(C(=O)c3cnccn3)C2)C1	-2%	-1%	x	x
Cc1ccc(Nc2nc(=O)c3cccnc3s2)cc1	-3%	-2%	5	23
Cc1ccc(C2C(C#N)=C(N)Oc3n[nH]c(-c4cccs4)c32)s1 (stereo not given)	-3%	-16%	6	31
CCOC(=O)C1CCCN(c2cc(=O)n(-c3ccccc3Cl)c(=O)[nH]2)C1 (stereo not given)	-5%	1%	4	32
COCCn1c(C)cc(C2=NNC(=Nc3ccc(F)cc3)SC2)c1C	u	u	u	4
CCOC(=O)C1=C(C)NC(=O)C(C(N)=O)C12CCCCC2 (stereo not given)	-1%	0%	7	19

(more compounds)
SMILES	15-hLO-2 inh	12-hLO inh	IMPase inh	PNC inhibitor
CCCC(=O)NC(C)c1nc2ccccc2n1C(C)C (stereo not given)	10%	0%	-5	30
O=C(Nc1c(-c2ccccc2)nc2ccccn12)c1cccs1	x	2%	x	85
Cc1cc(SCC(=O)N/N=C/c2ccc(O)c(O)c2O)c(C)cc1Br	u	u	2	35
Cc1ccsc1/C=C/c1ccc2cccc(O)c2n1	-11%	-14%	-1	61
Cc1ccc(C(=O)N/C(=C/c2ccc(-c3ccc(Br)cc3)o2)C(=O)NC2CCS(=O)(=O)C2)cc1 (stereo not given)	x	-1%	x	-24
O=C1/C(=C/c2ccc(C(=O)O)cc2)CCC/C1=C\c1ccc(C(=O)O)cc1	x	-4%	x	-93*
CCOc1ccc(NC(=O)C(C)SC(N)=O)cc1 (stereo not given)	u	2%	-5	2
O=C(/C=C/c1ccccc1)c1ccc(O)cc1	-1%	0%	x	x
COc1ccc(S(=O)(=O)Nc2ccc(N(C)C(C)=O)cc2)cc1	0%	3%	0	-10
Cc1ccc(C(=O)c2c[nH]c3c(F)cc(F)cc3c2=O)cc1	x	1%	-7	u
Nc1nc2c(c(=O)[nH]1)CN(c1ccc(S(N)(=O)=O)cc1)CN2	-13%[11.4 µM]	0%[11.4 µM]	x	x
CCOC(=O)c1cc2ccc3ccccc3c2s1	x	-7%	1	321
CCOC(=O)c1sc2nc(SCC#N)n(CCCN3CCCC3=O)c(=O)c2c1C	-1%	1%	6	u
COc1ccc(Cl)cc1N(CC(=O)NC(C(C)C)C(C)C)S(C)(=O)=O	x	-1%	x	u
Cc1ccc2nc(-c3ccc4c(c3)OCCO4)cc(C(=O)O)c2c1	-14%	-6%	-16	u
CCSc1n[nH]c(=O)[nH]c1=O	-7%	-3%	-3	23
O=C(Cc1ccccc1)Nc1nc(=O)c2ccccc2s1	u	u	u	-8
COC(=O)c1ccc(NC(=O)CCN2CCCCC2)cc1	7%&5%	0%&3%	u	7&29
C=CCOc1cccc(C2/C(=C(/O)c3ccc(F)cc3)C(=O)C(=O)N2CCN2CCOCC2)c1 (stereo not given)	-13%	-1%	-5	11
COC(=O)C(C)n1cnc2c(nnn2Cc2ccc(Cl)cc2)c1=O (stereo not given)	-1%	-25%	2	-4
CCc1ccc(C(=O)CSc2nc3ccccc3c(=O)[nH]2)cc1	3%	-8%	10	-7
CC(C)(C)C(=O)[C@@H]1[C@@H]2C(=O)N(c3ccc4c(c3)OCCO4)C(=O)[C@@H]2C2c3ccccc3C=CN21 (stereo not given in full)	u	-10%	-1	-24
Cc1ccc(S(=O)(=O)N2CCN(c3cnn(-c4ccccc4)c(=O)c3Cl)CC2)cc1	x	4%	x	-21
COc1ccc(N(C)S(=O)(=O)c2cccc(C(=O)Nc3ccc(OC)nc3)c2)cc1	x	-6%	x	23
C/C(=N/NC(=O)CN1CCN(S(=O)(=O)c2ccc(Br)cc2)CC1)c1cccnc1	x	-3%	x	0
CSCCC(C(=O)OCC(=O)c1ccc(C)c(C)c1)N1C(=O)c2ccccc2C1=O (stereo not given)	x	-3%	x	1
COc1ccc(NC(=S)N/N=C2/CCCc3c(C)cc(C)cc32)cc1	-21%	-5%	3	u
COc1ccc(N2CCN(C(=O)CSc3nnc4n3C(C)(C)Cc3ccccc3-4)CC2)cc1	7%	-2%	-4	-80*
Cc1ccc(S(=O)(=O)C2(C(=O)Nc3cccc(F)c3)CC2)cc1	-1%	1%	-7	u

A portion of the library. The share of hits here may be higher or lower than overall.
